Assay outcomes (PubChem BioAssay)
AddAB inh = less growth of phage-infected E. coli with AddAB. E. coli expressing H. pylori AddAB, absorbance growth. inhibition, % at 11.9 µM. 0.29% of 330,000 active; in the data active = inhibition above about 12%;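 also: 0% = vehicle wells of infected cells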
phage Ecoli inh = E. coli growth loss with phage present; growth absorbance; inhibition, % at 11.9 µM; 0.26% of 360,000 active; AID 651602; in the data active = inhibition above about 11%
HTR5A inv ag = inverse agonist of human HTR5A in OPRM1-OPRD1 counter-screen; inhibition, % at 9.3 µM; HTR5A cell line, luminescence, inverse agonism; P47898; 0.083% of 340,000 active; in the data active = inhibition mostly above about 23%, no sharp cut-off; inactive = mostly below about 18%;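 also: 0% = cells with DMSO and 100% = no-cell wells with DMSO; some compounds called inactive have numbers as strong as hits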
Target sequence (P47898 whole entry, looked up): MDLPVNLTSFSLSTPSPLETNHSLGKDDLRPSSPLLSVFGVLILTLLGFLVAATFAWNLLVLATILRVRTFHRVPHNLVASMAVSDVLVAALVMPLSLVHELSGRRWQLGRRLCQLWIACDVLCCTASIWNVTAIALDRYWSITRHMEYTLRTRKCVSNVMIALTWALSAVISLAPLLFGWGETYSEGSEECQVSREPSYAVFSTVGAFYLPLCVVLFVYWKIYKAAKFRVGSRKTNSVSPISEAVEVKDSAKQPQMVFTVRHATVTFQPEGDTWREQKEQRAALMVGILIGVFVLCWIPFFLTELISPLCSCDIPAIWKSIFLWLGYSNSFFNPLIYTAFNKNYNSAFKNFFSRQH
PfHsp90 yeast 2 = inhibits growth of yeast expressing Plasmodium falciparum Hsp90. S. cerevisiae expressing PfHsp90, BacTiter-Glo ATP, 48 h; yeast lacking PDR1 and PDR3 efflux regulators. inhibition, % at 9.4 µM. 0.32% of 310,000 active. AID 504621;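 active = every replicate shows inhibition above about 80%, whatever the replicate mean, limit read from the data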;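 also: 0% = DMSO neutral controls and 100% = 20 µM radicicol positive controls; yeast relying on Plasmodium falciparum Hsp90 in place of its own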
Tat export inh = blocks Tat-dependent protein export in E. coli; E. coli MC4100 TorA-mCherry Tat export, fluorescence; inhibition, % at 10 µM; 0.036% of 340,000 active; AID 488895;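 active = mean replicate inhibition at least 50% and at least half of replicates individually reaching 50%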;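 also: exported cargo escapes ClpAP degradation while cytoplasmic cargo is degraded and loses fluorescence; 0% = median of neutral control wells and 100% = median of NaSCN control wells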
Ecoli viability = reduces bacterial viability in AddAB counter-screen | inhibition, % at 11.9 µM | AID 449728 | 0.27% of 330,000 active | E. coli V3065 growth, OD600 absorbance, 18 h;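 active = inhibition above the campaign's mean inhibition across all tested compounds plus 3 SD, cut at about 9.9% in these data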;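 also: uninfected addAB+ strain grown without phage in ampicillin broth; 0% = DMSO wells and 100% = ciprofloxacin 0.95 µg/ml wells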
PKA-R1A act = PKA-R1A complex activation. P00514+P68181. PKA-R1A dissociation, Cy5-IP20 fluorescence polarization; scaled: DMSO 0%, 113 µM cGMP 100%. activation, % at 11.4 µM. 0.083% of 340,000 active;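 active = percent activation above the mean of all tested compounds plus 3 SD, cut at about 19% in these data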;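 also: higher means more PKAc released from R1A so a rise in polarization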
OPRM1-OPRD1 ag = OPRM1-OPRD1 heterodimerization agonism; P35372+P41143; cells, luminescence; activation, % at 9.3 µM; 0.3% of 340,000 active; AID 504326; in the data active = activation above about 18%;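 also: 0% = vehicle-treated cells and 100% = reference agonist; values of inactives mirror those of a sister screen read the other way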
PKA-R2B activ = activators of human PKA-R2B complex | P22694+P31323 | PKA-R2B holoenzyme dissociation, Cy5-IP20 fluorescence polarization; R2B truncated from residue 108, S112A mutant; 0% DMSO only, 100% 113 µM cGMP | activation, % at 11.4 µM | 0.079% of 340,000 active;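 active = activation above a cutoff set at the mean over all compounds plus 3 SD, cut at about 18% in these data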;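 also: higher means more holoenzyme dissociation and a rise in polarization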
Target sequence (P31323 whole entry, looked up, other chains not shown, the tested form may be a part): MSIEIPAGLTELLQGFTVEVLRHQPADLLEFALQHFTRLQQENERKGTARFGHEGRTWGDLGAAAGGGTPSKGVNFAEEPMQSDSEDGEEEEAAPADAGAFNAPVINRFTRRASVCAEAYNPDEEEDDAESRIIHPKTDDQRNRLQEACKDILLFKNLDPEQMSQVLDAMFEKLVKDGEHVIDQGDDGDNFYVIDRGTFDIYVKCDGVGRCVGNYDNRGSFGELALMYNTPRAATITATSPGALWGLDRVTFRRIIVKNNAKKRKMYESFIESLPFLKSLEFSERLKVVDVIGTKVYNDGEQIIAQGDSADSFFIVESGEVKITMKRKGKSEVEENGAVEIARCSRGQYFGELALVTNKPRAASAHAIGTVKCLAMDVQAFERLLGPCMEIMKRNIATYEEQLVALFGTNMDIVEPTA
SUMO Mot1 rescue = blocks SUMOylation pathway, rescuing yeast Mot1-301 growth; 1% of 320,000 active; AID 2716; growth rescue, % at 18.8 µM; S. cerevisiae Mot1-301 growth rescue, ATP luminescence, 38.5C; percent above DMSO median, 100 means doubled;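 active = every valid replicate shows activation above 250% relative to neutral control wells; inactive = the rest, any valid replicate at or below 250%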;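 also: OY570 slx delta 5 strain wells were the positive control but not used for scaling; some compounds called inactive have numbers as strong as hits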
OPRM1-OPRD1 inv = inverse agonist of human OPRM1-OPRD1 heterodimerization | cell-based MOR-DOR heterodimer luminescence, inverse agonism | inhibition, % at 9.3 µM | 0.21% of 340,000 active; in the data active = inhibition above about 22%, passing the limit was not always enough;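 also: 0% = cells with DMSO and 100% = wells without cells with DMSO; values of inactives mirror those of a sister screen read the other way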
* hit, by the source's call.

Results for Oc1ccc(N2CCN(Cc3c(-c4ccccc4)nc4ccccn34)CC2)cc1 ?
AddAB inh: 1.7; phage Ecoli inh: 3.0; HTR5A inv ag: -7.5; PfHsp90 yeast 2: 1.4; Tat export inh: -0.5; Ecoli viability: 0.9; PKA-R1A act: -6.4; OPRM1-OPRD1 ag: -0.1; PKA-R2B activ: -5.2; SUMO Mot1 rescue: 921.9; OPRM1-OPRD1 inv: 0.5

What do the screens show for `Cc1ccc(C(C)C)cc1NC(=O)Nc1ccc([N+](=O)[O-])cc1`?
AddAB inh: 7.8; phage Ecoli inh: 7.4; HTR5A inv ag: -7.9; PfHsp90 yeast 2: 31.6; Tat export inh: 5.6; Ecoli viability: 4.3; PKA-R1A act: -7.2; OPRM1-OPRD1 ag: 2.8; PKA-R2B activ: -16.9; SUMO Mot1 rescue: 38.1; OPRM1-OPRD1 inv: -14.3

Results for Cc1ccnc(SCc2cc(=O)c(OC(=O)c3ccc(S(=O)(=O)N(C)C)cc3)co2)n1 ?
AddAB inh: 6.0; phage Ecoli inh: 3.5; HTR5A inv ag: -13.5; PfHsp90 yeast 2: 25.0; Tat export inh: 1.3; Ecoli viability: 0.5; PKA-R1A act: -1.4; OPRM1-OPRD1 ag: -0.7; PKA-R2B activ: -4.2; SUMO Mot1 rescue: -19.4; OPRM1-OPRD1 inv: 5.0

What do the screens show for `CC(=O)N1CCn2c3c(c4cc(C)ccc42)CCCC31` (stereo not given)?
AddAB inh: -2.6; phage Ecoli inh: 2.7; HTR5A inv ag: -5.6; PfHsp90 yeast 2: -12.2; Tat export inh: 0.8; Ecoli viability: -2.9; PKA-R1A act: -0.6; OPRM1-OPRD1 ag: 1.5; PKA-R2B activ: -2.6; SUMO Mot1 rescue: -7.6; OPRM1-OPRD1 inv: -7.9

What do the screens show for `CCOc1ccc(C(=O)NC(=S)Nc2ccccc2N2CCCCC2)cc1[N+](=O)[O-]`?
AddAB inh: 1.4; phage Ecoli inh: 3.2; HTR5A inv ag: 14.8; PfHsp90 yeast 2: -11.1; Tat export inh: -7.6; Ecoli viability: -2.4; PKA-R1A act: -7.8; OPRM1-OPRD1 ag: -2.4; PKA-R2B activ: -2.0; SUMO Mot1 rescue: -3.8; OPRM1-OPRD1 inv: 11.7

Results for Cn1cc(CN2CCCCC2c2ccccn2)c(-c2ccc3c(c2)OCCO3)n1 (stereo not given) ?
AddAB inh: 1.1; phage Ecoli inh: 3.7; HTR5A inv ag: 14.8; PfHsp90 yeast 2: 6.6; Tat export inh: 3.0; Ecoli viability: -1.8; PKA-R1A act: 1.7; OPRM1-OPRD1 ag: 1.3; PKA-R2B activ: -14.7; OPRM1-OPRD1 inv: -9.5

How did Cc1cccc(-n2c(SCc3cc(=O)n4ccsc4n3)nc3ccccc3c2=O)c1 do in these assays?
AddAB inh: 4.2; phage Ecoli inh: 0.6; HTR5A inv ag: -3.0; PfHsp90 yeast 2: 3.2; Tat export inh: 9.4; Ecoli viability: -1.6; PKA-R1A act: 5.1; OPRM1-OPRD1 ag: -1.1; PKA-R2B activ: -8.0; SUMO Mot1 rescue: 45.7; OPRM1-OPRD1 inv: 4.8

How did COc1ccc(-n2ncc(S(=O)(=O)c3ccccc3)c2-c2ccc(Cl)cc2)cc1 do in these assays?
AddAB inh: 0.7; phage Ecoli inh: 1.8; HTR5A inv ag: 21.6; PfHsp90 yeast 2: 36.3; Tat export inh: -3.3; Ecoli viability: -2.5; PKA-R1A act: -1.4; OPRM1-OPRD1 ag: -1.2; PKA-R2B activ: 12.9; SUMO Mot1 rescue: -21.1; OPRM1-OPRD1 inv: 5.8

What do the screens show for `Cc1ccc(CNC(=O)C(c2ccccc2)c2ccccc2)cc1`?
AddAB inh: 0.4; phage Ecoli inh: 2.2; HTR5A inv ag: -15.8; PfHsp90 yeast 2: 10.1; Tat export inh: 4.3; Ecoli viability: -0.6; PKA-R1A act: -5.7; OPRM1-OPRD1 ag: 0.3; PKA-R2B activ: -9.3; SUMO Mot1 rescue: -12.1; OPRM1-OPRD1 inv: -1.6

How did COc1ccccc1CNC(=O)CCC(=O)Nc1nnc(C(C)C)s1 do in these assays?
AddAB inh: 6.9; phage Ecoli inh: 0.3; HTR5A inv ag: -10.6; Tat export inh: -1.9; Ecoli viability: 1.1; PKA-R1A act: -8.6; OPRM1-OPRD1 ag: -3.5; PKA-R2B activ: -4.6; SUMO Mot1 rescue: 928.4*; OPRM1-OPRD1 inv: 17.6

How did CCOC(=O)N1CCC(NC(=O)c2ccc3c(Cl)c4c(nc3c2)CCCC4)CC1 do in these assays?
AddAB inh: 2.0; phage Ecoli inh: -0.5; HTR5A inv ag: -7.3; PfHsp90 yeast 2: -31.1; Tat export inh: -2.1; Ecoli viability: 0.3; PKA-R1A act: -6.5; OPRM1-OPRD1 ag: -0.2; PKA-R2B activ: -0.2; SUMO Mot1 rescue: 32.2; OPRM1-OPRD1 inv: 1.2

How did O=C(C/C=N\OCc1ccc([N+](=O)[O-])cc1)Nc1ccc(Br)cc1 do in these assays?
AddAB inh: -4.2; phage Ecoli inh: 2.1; HTR5A inv ag: -2.6; PfHsp90 yeast 2: -41.0; Tat export inh: 0.9; Ecoli viability: -1.6; PKA-R1A act: -7.7; OPRM1-OPRD1 ag: -1.5; PKA-R2B activ: -9.4; SUMO Mot1 rescue: 26.6; OPRM1-OPRD1 inv: 7.8

How did Cc1cc(C(=O)N/N=C/c2cccc(Cl)c2Cl)no1 do in these assays?
AddAB inh: 0.7; phage Ecoli inh: 0.3; HTR5A inv ag: -19.8; PfHsp90 yeast 2: 3.3; Tat export inh: 3.3; Ecoli viability: 0.5; PKA-R1A act: -14.9; OPRM1-OPRD1 ag: 0.3; PKA-R2B activ: 11.7; SUMO Mot1 rescue: -7.7; OPRM1-OPRD1 inv: -1.6

What do the screens show for `CC(C)(C)OC(=O)N1CCC(Cc2cc(-c3cccc(Br)c3)no2)(C(=O)O)CC1`?
AddAB inh: -0.5; phage Ecoli inh: 3.4; HTR5A inv ag: 1.0; PfHsp90 yeast 2: -34.5; Tat export inh: -5.3; Ecoli viability: 2.1; PKA-R1A act: 0.1; OPRM1-OPRD1 ag: -2.1; PKA-R2B activ: -10.4; SUMO Mot1 rescue: -20.2; OPRM1-OPRD1 inv: 11.9

How did CC(=O)N1N=C(c2ccc(Cl)cc2)OC1c1ccc(C(C)C)cc1 (stereo not given) do in these assays?
AddAB inh: 0.1; phage Ecoli inh: -1.5; HTR5A inv ag: -9.0; PfHsp90 yeast 2: -36.7; Tat export inh: 9.0; Ecoli viability: -1.6; PKA-R1A act: -2.5; OPRM1-OPRD1 ag: -0.7; PKA-R2B activ: -1.4; SUMO Mot1 rescue: -6.7; OPRM1-OPRD1 inv: 3.7

What do the screens show for `O=C(Cn1cnc2ccccc21)NC(c1ccccc1)c1ccccc1`?
AddAB inh: 2.2; phage Ecoli inh: 5.8; Tat export inh: 1.3; Ecoli viability: 1.2; PKA-R1A act: -9.3; PKA-R2B activ: -7.2; SUMO Mot1 rescue: 6.0

What do the screens show for `O=C1CC/C=C\C[C@@H](CC(=O)N(CCO)Cc2ccccc2)C(=O)NCCO1`?
AddAB inh: 3.8; phage Ecoli inh: 1.7; HTR5A inv ag: -4.0; PfHsp90 yeast 2: -11.4; Tat export inh: 16.7; Ecoli viability: 1.5; PKA-R1A act: 11.8; OPRM1-OPRD1 ag: -1.5; PKA-R2B activ: -7.1; SUMO Mot1 rescue: -0.9; OPRM1-OPRD1 inv: 8.7

How did CCc1ccc2nc(N3CCN(C)CC3)c(C#N)cc2c1 do in these assays?
AddAB inh: 3.6; phage Ecoli inh: 2.6; HTR5A inv ag: -11.8; PfHsp90 yeast 2: 10.6; Tat export inh: -2.7; Ecoli viability: -1.6; PKA-R1A act: 7.5; OPRM1-OPRD1 ag: -1.2; PKA-R2B activ: -16.1; SUMO Mot1 rescue: -9.6; OPRM1-OPRD1 inv: 6.5

How did Cc1ccc(NC(=O)Cn2cc(S(=O)(=O)c3ccc(F)cc3)c(=O)c3cc(F)ccc32)cc1 do in these assays?
AddAB inh: 1.9; phage Ecoli inh: 2.0; HTR5A inv ag: 13.5; Tat export inh: -8.5; Ecoli viability: 1.0; PKA-R1A act: 6.5; OPRM1-OPRD1 ag: -1.8; PKA-R2B activ: -10.9; SUMO Mot1 rescue: -15.7; OPRM1-OPRD1 inv: 9.2

What do the screens show for `CC(=O)N1CC(C(=O)Nc2ccc3c(c2)OCO3)Oc2ccccc21` (stereo not given)?
AddAB inh: -1.2; phage Ecoli inh: 2.7; HTR5A inv ag: -2.5; PfHsp90 yeast 2: -2.8; Tat export inh: 8.3; Ecoli viability: -1.0; PKA-R1A act: -1.4; OPRM1-OPRD1 ag: 0.9; PKA-R2B activ: -8.3; SUMO Mot1 rescue: -3.4; OPRM1-OPRD1 inv: -4.5

How did O=C(CSc1nncc(=O)[nH]1)NCc1ccccc1 do in these assays?
AddAB inh: 2.6; phage Ecoli inh: 4.5; HTR5A inv ag: 5.5; PfHsp90 yeast 2: -7.4; Tat export inh: -1.8; Ecoli viability: -3.5; PKA-R1A act: -4.8; OPRM1-OPRD1 ag: -2.6; PKA-R2B activ: -12.3; SUMO Mot1 rescue: 40.5; OPRM1-OPRD1 inv: 14.6

How did COc1ccccc1NC(=O)Cn1cnc2c(nc3n2CCCCC3)c1=O do in these assays?
AddAB inh: 1.5; phage Ecoli inh: 7.0; HTR5A inv ag: -2.2; PfHsp90 yeast 2: -37.9; Tat export inh: 4.1; Ecoli viability: 1.9; PKA-R1A act: -12.8; OPRM1-OPRD1 ag: -4.0; PKA-R2B activ: -2.8; SUMO Mot1 rescue: 4.1; OPRM1-OPRD1 inv: 20.5

How did CCc1ccccc1NC(=O)c1ccc(NS(C)(=O)=O)cc1 do in these assays?
AddAB inh: 0.2; phage Ecoli inh: 4.5; PfHsp90 yeast 2: -0.2; Tat export inh: -4.8; Ecoli viability: -2.6; SUMO Mot1 rescue: 93.5

How did CC(C)OP(=O)(OC(C)C)C1(NS(=O)(=O)c2ccc(Cl)cc2)C=C(Cl)C(=O)C(Cl)=C1 do in these assays?
AddAB inh: 2.8; phage Ecoli inh: 0.9; HTR5A inv ag: 7.5; PfHsp90 yeast 2: -7.1; Tat export inh: -8.9; Ecoli viability: -0.1; PKA-R1A act: 4.1; OPRM1-OPRD1 ag: -2.1; PKA-R2B activ: -1.4; SUMO Mot1 rescue: -19.3; OPRM1-OPRD1 inv: 10.7

Results for N#CC(=C(O)COC(=O)CCC1CCCCC1)c1nc2ccccc2[nH]1 ?
phage Ecoli inh: -0.1; HTR5A inv ag: -17.4; PfHsp90 yeast 2: -9.7; Tat export inh: 6.9; PKA-R1A act: -1.7; OPRM1-OPRD1 ag: 3.2; PKA-R2B activ: 5.4; OPRM1-OPRD1 inv: -16.6

How did C=CCNC(=O)c1ccccc1NC(=O)c1ccccc1C do in these assays?
AddAB inh: 0.1; phage Ecoli inh: 4.7; HTR5A inv ag: 1.1; PfHsp90 yeast 2: 16.9; Tat export inh: -13.4; Ecoli viability: 1.8; PKA-R1A act: -5.5; OPRM1-OPRD1 ag: 1.7; PKA-R2B activ: -3.6; SUMO Mot1 rescue: 1.5; OPRM1-OPRD1 inv: -9.7
